RGS4 inh: inhibitors of human regulator of G protein signaling 4; P49798; Transcreener GDP fluorescence polarization, RGS4-accelerated GTP hydrolysis; Potency, µM (highest dose often 114 µM), inactives show at the highest dose activity change, negative = inhibition, usual class: inhibitors; 0.039% of 390,000 active; also: % is scaled to controls: 0 for no effect and ±100 for the full control effect; nearly all actives have a fitted effect of over 75% in size; some results filed as inactive show a strong effect at the top dose
Target sequence (P49798 whole entry, looked up): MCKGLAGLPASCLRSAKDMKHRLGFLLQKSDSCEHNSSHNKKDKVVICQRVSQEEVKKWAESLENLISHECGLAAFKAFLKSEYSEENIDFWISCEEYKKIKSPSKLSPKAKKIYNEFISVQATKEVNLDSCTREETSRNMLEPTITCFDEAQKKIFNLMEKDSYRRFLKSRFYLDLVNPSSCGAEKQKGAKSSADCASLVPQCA
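MLSMR compounds (23 nl, pin-transferred) preincubated 10 min at room temperature with a 500nM (2x) first reagent, then RGS4 at 900nM (2x) plus Transcreener GDP mix added; fluorescence polarization (620/688 nm) read before and after 90 min at 30 °C.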
RXFP1 agonist: activates the human relaxin receptor RXFP1. Q9HBX9. HEK293T-RXFP1 cAMP TR-FRET, 30 min; response scale: percent of porcine relaxin response, buffer zero. Potency, µM (doses to about 57.5 µM), for the others: at the highest dose activation, hits mostly activators. 0.3% of 370,000 active. AID 2676; also: % is scaled to controls: 0 for no effect and ±100 for the full control effect; nearly all actives have a fitted effect of over 60% in size; many of its hits are not listed in these tables
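cAMP rise read by TR-FRET after 30 min, 37C compound exposure (up to 58 uM) in RXFP1-transfected HEK293 cells with Ro 20174 present. EC50 from Hill-equation fits, with 29 nM porcine relaxin as 100% and buffer as basal.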
Vif-A3G inh: Vif-A3G binding inhibition. HeLa A3G-eYFP + Vif (tagged APOBEC3G with the HIV-1 protein that degrades it), YFP fluorescence, overnight. Q9HC16. Potency, µM (top dose mostly 46.1 µM), without a hit: at the highest dose activity, negative = active, most hits filed as inhibitors. AID 602310. 0.076% of 410,000 active;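 also: % is scaled to controls: 0 for no effect and ±100 for the full control effect; nearly all actives have a fitted effect of over 60% in size; hits raise eYFP signal because A3G escapes Vif-driven loss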
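HeLa cells stably expressing Vif and C-terminally eYFP-tagged A3G, seeded overnight at 37 deg C, then exposed to compound by pintool overnight at 37 deg C. Rise in yellow fluorescence (Ex 488/Em 500-530, Acumen) marks blocked Vif-driven A3G degradation.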
mIDH1 inhibitor: human IDH1 R132H inhibition; IDH1-R132H enzyme, NADPH consumption, diaphorase/resazurin fluorescence; Potency, µM (highest dose often 76.6 µM), inactives show at the highest dose activity change, negative = inhibition, hits mostly inhibitors; 0.093% of 390,000 active; AID 602179; also: % is scaled to controls: 0 for no effect and ±100 for the full control effect; nearly all actives have a fitted effect of over 65% in size
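IDH1-R132H (0.5 ug/mL) preincubated 30 min with compound, then NADPH (0.016 mM) and alpha-KG (2 mM) added; 80 min at RT, pH 7.5. Remaining NADPH coupled via diaphorase/resazurin to fluorescence (540/590 nm); concentration-response curves normalized to no-enzyme control.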
rTrxR1 inhibitor: inhibitors of rat thioredoxin reductase 1 | recombinant rTrxR1, NADPH fluorescence consumption, selenite substrate | Potency, µM (top dose mostly 114 µM), without a hit: top-dose activity change, negative = inhibition, most hits filed as inhibitors | AID 588453 | O89049 | 1% of 390,000 active; also: % is scaled to controls: 0 for no effect and ±100 for the full control effect; nearly all actives have a fitted effect of over 65% in size
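Rat TrxR1 (90 nM in the dispensed reagent) was pre-reduced with 400 uM NADPH for 5 min at room temperature, then incubated with compound for 15 min. After 400 uM selenite was added, NADPH fluorescence (Ex 340/Em 450 nm) was followed for 8 min.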
Vif-APOBEC3F blk: blocks the Vif interaction with APOBEC3F | HeLa A3F-eYFP + Vif (tagged APOBEC3F with the HIV-1 protein that degrades it), YFP fluorescence increase | Potency, µM (titrated, usually from 46.1 µM), without a hit: top-dose activity, negative = active | 0.2% of 390,000 active | AID 602313; also: % of control where 0% means no effect; nearly all actives have a fitted effect of over 65% in size
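HeLa cells stably expressing Vif plus C-terminally eYFP-tagged A3F were seeded, incubated overnight at 37 deg C, dosed with compound, incubated overnight again at 37 deg C. Yellow fluorescence (Ex 488/Em 500-530) reported blocked Vif-mediated A3F-eYFP degradation.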
12-LOX inh: inhibitors of human 12S-lipoxygenase ALOX12; Potency, µM (titrated, usually from 108 µM), for the others: top-dose activity change, negative = inhibition, most hits filed as inhibitors; purified 12hLO, xylenol orange hydroperoxide absorbance; AID 1671190; P18054; 1.1% of 580,000 active; also: % is scaled to controls: 0 for no effect and ±100 for the full control effect
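Purified human 12hLO (150 nM final) in 25 mM Hepes, 0.01% Triton X-100, pH 7.0 was preincubated 15 min at room temperature with compound. Then 40 uM arachidonic acid was added, 30 min. Hydroperoxide was read by Fe-XO absorbance ratio 573/405 nm.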
USP1-UAF1 inh: inhibitors of human USP1/UAF1 deubiquitinase; O94782; AID 743255; recombinant USP1/UAF1, Ub-Rhodamine cleavage fluorescence; Potency, µM (highest dose often 57.1 µM), for the others: at the highest dose activity change, negative = inhibition, usual class: inhibitors; 0.23% of 390,000 active; also: % is scaled to controls: 0 for no effect and ±100 for the full control effect; nearly all actives have a fitted effect of over 60% in size; inactives centre near -12
Target sequence (O94782 whole entry, looked up): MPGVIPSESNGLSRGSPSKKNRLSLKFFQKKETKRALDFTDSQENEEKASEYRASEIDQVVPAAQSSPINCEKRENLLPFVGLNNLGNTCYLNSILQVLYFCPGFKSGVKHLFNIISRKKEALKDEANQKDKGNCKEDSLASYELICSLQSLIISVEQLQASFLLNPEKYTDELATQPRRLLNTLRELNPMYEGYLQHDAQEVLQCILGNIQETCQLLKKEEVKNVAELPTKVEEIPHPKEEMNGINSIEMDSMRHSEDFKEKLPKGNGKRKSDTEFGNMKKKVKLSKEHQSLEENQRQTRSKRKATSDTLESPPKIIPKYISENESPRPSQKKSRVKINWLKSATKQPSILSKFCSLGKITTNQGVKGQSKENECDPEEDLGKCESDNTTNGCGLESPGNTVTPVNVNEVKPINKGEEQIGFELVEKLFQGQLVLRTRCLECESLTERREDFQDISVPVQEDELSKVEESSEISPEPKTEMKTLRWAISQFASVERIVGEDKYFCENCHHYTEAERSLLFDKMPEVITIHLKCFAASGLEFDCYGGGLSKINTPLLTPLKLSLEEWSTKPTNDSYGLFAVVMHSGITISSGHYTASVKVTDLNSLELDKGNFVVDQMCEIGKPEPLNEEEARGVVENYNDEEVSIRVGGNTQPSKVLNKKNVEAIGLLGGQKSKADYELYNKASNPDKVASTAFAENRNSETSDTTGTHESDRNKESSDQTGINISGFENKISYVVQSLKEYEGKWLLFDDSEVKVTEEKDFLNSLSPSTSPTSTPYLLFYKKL
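In this screen, compounds sit with the deubiquitinase complex (1nM) for 15 min at room temperature before Ub-Rho is added at 150nM final. Fluorescence rise is then followed for 6 reads every 60 seconds.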
TrxR1 substrate: is turned over as a substrate by rat TrxR1. 0.01% of 390,000 active. Potency, µM (doses to about 114 µM), for inactives: top-dose activity change, negative = substrate turnover. purified TrxR1 substrate turnover, NADPH consumption readout. O89049; also: % is scaled to controls: 0 for no effect and ±100 for the full control effect; nearly all actives have a fitted effect of over 50% in size
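Rat TrxR1, dispensed at 90 nM, was prereduced with 400 uM NADPH (final) for 5 min at ~22 deg C, then incubated with compound 15 min before 400 uM selenite. A first-read NADPH fluorescence drop versus no-compound background flagged substrates.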
An asterisk follows results filed as active; i = inactive; u = inconclusive; x = not tested or not shown; [ ] = remark or other dose. Calls follow the shape of the dose curve; as a rule, active = well fitted curve in the direction sought with a large enough effect; inconclusive = small, poorly fitted or top-dose-only effect, or another doubt; inactive = no such curve, though single readings can be large; an effect the other way counts as inactive or inconclusive. Potency is read from the fitted curve at half-maximal effect. Not all compounds are listed (hit frequency here may not be typical).

SMILES	RGS4 inh	RXFP1 agonist	Vif-A3G inh	mIDH1 inhibitor	rTrxR1 inhibitor	Vif-APOBEC3F blk	12-LOX inh	USP1-UAF1 inh	TrxR1 substrate
Cc1nn2cc(-c3ccc(Cl)cc3)nc2s1	1%	0.1%	1%	6%	30%	-4%	0%	-21%	4%
CC(C)[C@H](NC(=O)c1ccccc1F)C(=O)NCc1ccc(S(N)(=O)=O)cc1	-8%	2.6%	0%	0%	5%[57.1 µM]	9%	-3%	-7%	6%[57.1 µM]
CC(=O)c1ccc(O)c(CO)c1	5%	-0.7%	2%	9%	-7%	-5%	35%[activator]	2%	-11%
CCOC(=O)c1ccc(NC(=O)CSc2nnc(C)n2-c2ccccc2)cc1	-1%	3.2%	0%	2%	21%	0%	10%	-18%	4%
COc1ccc(CC(=O)NCC(=O)NCc2cc(=O)n(C)c(=O)n2C)cc1	-11%[56.9 µM]	9.2%	1%	8%	-6%	0%	6%	-18%	0%
Cc1ccc(S/C(=N/S(=O)(=O)c2ccc(Cl)cc2)c2ccccc2)cc1	-52%	x	-1%	x	7%	x	x	x	-2%
COc1ccc(-c2ccc(C(=O)O)c(=O)[nH]2)cc1	4%	u	0%	4%	u	-16%	u	-10%	243%[activator][57.1 µM]
COc1cccc(OCCOc2cccc(/C=N/n3cnnc3)c2)c1	-16%	0.4%	3%	9%	2%[57.1 µM]	-4%	8%	-1%	1%[57.1 µM]
CCOC(=O)N1CCc2c(sc3c2C(=O)NC(c2ccc(C(=O)OC)cc2)N3)C1 (configuration not stated)	-14%	-1.1%	-19%	-6%	19%	-1%	-20%	-15%	6%
Cc1nc(N)sc1-c1csc(Nc2ncccn2)n1	u	1.1%	-2%	8%	12%[57.1 µM]	-26%	-23%	u	-5%[57.1 µM]

Profiles as entered above. Screens in order: RGS4 inh | RXFP1 agonist | Vif-A3G inh | mIDH1 inhibitor | rTrxR1 inhibitor | Vif-APOBEC3F blk | 12-LOX inh | USP1-UAF1 inh | TrxR1 substrate
COc1ccc(-c2ccc(C(=O)O)c(=O)[nH]2)cc1 across the screens: 4% | u | 0% | 4% | u | -16% | u | -10% | 243%[activator][57.1 µM]
CCOC(=O)c1ccc(NC(=O)CSc2nnc(C)n2-c2ccccc2)cc1 across the screens: -1% | 3.2% | 0% | 2% | 21% | 0% | 10% | -18% | 4%

The list goes on.
SMILES	RGS4 inh	RXFP1 agonist	Vif-A3G inh	mIDH1 inhibitor	rTrxR1 inhibitor	Vif-APOBEC3F blk	12-LOX inh	USP1-UAF1 inh	TrxR1 substrate
Cc1cc(C(C)(C)C)cc(C)c1S(=O)(=O)N1CCN(C(=O)c2cc([N+](=O)[O-])c[nH]c2=O)CC1	-14%	4.3%	-5%	-19%	-1%[57.1 µM]	-2%	-18%	-17%	-2%[57.1 µM]
Cc1ccccc1-n1ncc2c1CC(C)(C)CC2NC(=O)CCn1cncn1 (configuration not stated)	-44%	0.5%	3%	10%	8%	6%	16%	-17%	4%
COCCNC(=S)N1CCN(c2cccc(C(F)(F)F)c2)CC1	-13%	-1.9%	0%	4%	29%[57.1 µM]	9%	-19%	-6%	6%[57.1 µM]
S=c1nc(-c2ccccc2Cl)n(Cc2cccnc2)c2c1CCCC2	-29%	9.7%	0%	2%	-11%	-1%	-16%	-15%	-13%
CCOC(=O)c1cnc(-n2nc(C)cc2C)nc1NNc1nc(C)cc(C)n1	19%	2.1%	1%	2%	-15%	0%	i	0%	-17%
Cn1c(Cn2c(C(F)(F)F)nc3ccccc32)nc2ccccc21	-2%	1.3%	-2%	5%	30%[57.1 µM]	4%	x	-9%	2%[57.1 µM]
O=C(CCS(=O)(=O)c1cccc2nsnc12)N1CCN(C(=O)c2ccco2)CC1	-16%	1.6%	-7%	1%	u	-4%	0%	-13%	-4%
Oc1cccc2ccc(N3CCOCC3)nc12	12%	0.3%	1%	-11%	3%	3%	-109%	-12%	22%
Cc1cccc(NC(=O)c2cc(=O)n(Cc3ccccc3)c(=O)[nH]2)c1	-4%	-0.1%	4%	6%	18%	16%	-7%	-13%	1%
COCCn1c(SCC(=O)c2ccc3c(c2)OCCO3)nnc1-c1ccco1	-41%[56.9 µM]	0.8%	1%	5%	u	-4%	u	-7%	6%

Four compounds from above with just 12-LOX inh, mIDH1 inhibitor and rTrxR1 inhibitor.
Molecule	12-LOX inh	mIDH1 inhibitor	rTrxR1 inhibitor
CCOC(=O)c1cnc(-n2nc(C)cc2C)nc1NNc1nc(C)cc(C)n1	i	2%	-15%
Cn1c(Cn2c(C(F)(F)F)nc3ccccc32)nc2ccccc21	x	5%	30%[57.1 µM]
O=C(CCS(=O)(=O)c1cccc2nsnc12)N1CCN(C(=O)c2ccco2)CC1	0%	1%	u
Oc1cccc2ccc(N3CCOCC3)nc12	-109%	-11%	3%

Other entries:
SMILES	RGS4 inh	RXFP1 agonist	Vif-A3G inh	mIDH1 inhibitor	rTrxR1 inhibitor	Vif-APOBEC3F blk	12-LOX inh	USP1-UAF1 inh	TrxR1 substrate
CCn1cc(CNCc2cn(-c3ccccc3C)nc2-c2ccc(OC)c(F)c2)cn1	-25%	-0.9%	-1%	5%	-10%[57.1 µM]	-21%	-5%	-16%	7%[57.1 µM]
Cc1noc(C)c1Cc1c(Cl)cccc1Cl	26%	-1.8%	-3%	0%	17%[57.1 µM]	-7%	-10%	-11%	-3%
COc1ccc(N(CC(=O)NCc2ccncc2)S(=O)(=O)c2ccccc2[N+](=O)[O-])c(OC)c1	-6%	0.7%	-13%	11%	19%	0%	4%	-17%	6%
COC(=O)c1ccc(CNC(=O)c2cc3ccccc3oc2=O)cc1	9%	9.3%	2%	2%	-6%[57.1 µM]	6%	0%	-17%	-3%[57.1 µM]
CN(C)S(=O)(=O)c1ccc(NC(=O)c2ccc3ncsc3c2)cc1	-16%	4.6%	-5%	0%	0%	13%	x	-19%	-7%
Cc1ccc(Cl)cc1N1CCN(CC(O)COCc2ccco2)CC1 (configuration not stated)	-7%	-0.2%	-2%	9%	-14%	-8%	10µM*	-8%	-13%
N#C/C(=C(/O)COc1cccc2ccccc12)c1nc2ccccc2[nH]1	-21%	0.0%	-12%	-2%	8%	-10%	x	-16%	3%
CCc1ccc(NC(=O)CSc2ccc(-c3sc(C)nc3C)nn2)cc1	16%	21%	-4%	16%	19%	1%	5%	-13%	-1%
Cc1ccc(C(=O)OCC(=O)N2CCCC2)cc1	10%	1.2%	-4%	-11%	6%	-5%	3%	-4%	2%
O=C1CC(c2ccccc2)=C(c2ccccc2)C1c1ccccc1 (configuration not stated)	4%	x	1%	4%	4%[11.4 µM]	-2%	-4%	-11%	4%[11.4 µM]

Marked active in 12-LOX inh (from the list above):
mol | RGS4 inh | RXFP1 agonist | rTrxR1 inhibitor | 12-LOX inh | USP1-UAF1 inh | TrxR1 substrate
Cc1ccc(Cl)cc1N1CCN(CC(O)COCc2ccco2)CC1 (configuration not stated) | -7% | -0.2% | -14% | 10µM* | -8% | -13%

Next part
SMILES	RGS4 inh	RXFP1 agonist	Vif-A3G inh	mIDH1 inhibitor	rTrxR1 inhibitor	Vif-APOBEC3F blk	12-LOX inh	USP1-UAF1 inh	TrxR1 substrate
N#CNc1nc(O)cc(=O)[nH]1	-6%	3.3%	2%	2%	u	7%	x	-8%	-4%
O=C(CC(Cc1ccccc1)C(=O)O)NCCc1ccc2c(c1)OCO2 (configuration not stated)	-22%	0.1%	-1%	0%	-9%	0%	-12%	-8%	-2%
N=c1c(S(=O)(=O)c2ccccc2)cc2c(=O)n3ccccc3nc2n1C1CCCCC1	u	x	0%	7%	-3%	0%	10%	-21%	-3%
COc1cccc(N(C(=O)CCl)C(C(=O)NCCc2ccccc2)c2cccs2)c1 (configuration not stated)	-11%	0.4%	-27%	3%	14µM*	-21%	-35%	-23%	1%
CC(C)Cc1nnc(NC(=O)CCN2C(=O)c3ccccc3C2=O)s1	6%	2.1%	-1%	6%	25%	3%	3%	9%	1%
COc1ccccc1NC(=O)c1cccc(S(=O)(=O)N2CCOCC2)c1	-15%	0.6%	-5%	6%	1%[57.1 µM]	-2%	-20%	-16%	17%
COc1ccccc1C(=O)NCc1nnc(SCC(=O)Nc2nccs2)n1C	-11%	-1.5%	2%	-8%	-8%[57.1 µM]	u	u	-3%	-3%[57.1 µM]
CCOC(=O)N1CCC(N2Cc3cccc(C(=O)NCc4ccccn4)c3C2=O)CC1	1%	2.6%	5%	-3%	5%[57.1 µM]	-6%	5%[57.4 µM]	-8%	-1%[57.1 µM]
Cc1cc(NS(=O)(=O)c2ccc(NC(=O)c3cnc(Cl)c(Cl)c3)cc2)nc(C)n1	-1%	3.3%	1%	15%	18%	6%	6%	-13%	0%
COc1cc(NC(=O)c2ccc3c(c2)OCCO3)ccc1NC(=O)c1ccco1	4%	-0.1%	2%	-3%	15%	8%	u	-12%	5%
O=C(CCC(=O)Nc1ccc(F)cc1)N/N=C/c1ccc(O)cc1O	16%	-0.5%	-5%	-15%	-5%	-14%	-9%	-14%	-6%
COc1ccc(-n2c(Cn3c(=O)sc4ccccc43)nnc2SCC(=O)N2CCOCC2)cc1	-4%	1.7%	1%	-4%	28%	1%	1%[57.4 µM]	-8%	2%

Screening data (PubChem BioAssay)
